# APP transl inh = inhibitors of APP translation via 5'UTR reporter, primary screen, APP 5'UTR luciferase, SH-SY5Y cells | SH-SY5Y APP 5'UTR-luciferase reporter, luminescence | inhibition, % at 2 µM | actives 0.82% (n = 190,000) | AID 1285, 2008;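 active = inhibition above a set limit, derived from the sample mean plus 3 SD, cut at about 45% in these data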; note: values of inactives mirror those of a sister screen read the other way
# STAT1 activator = STAT1 signaling activators, primary screen, cell-based, HTS, luciferase reporter; NIH 3T3 STAT1-luciferase reporter, IFN-gamma, luminescence; 100% = IFN-gamma alone, no compound; activation (% of control), % at 5.5 µM; actives 2.6% (n = 200,000);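 active = activation above the screen-wide mean activation plus 3 SD, cut at about 130% in these data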;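 note: raw ratio to IFN-gamma control signal so 100% means no change and 0% no light; values of inactives mirror those of a sister screen read the other way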
# NF-kB expr up = activators of NF-kB expression in neurons, primary screen, cell-based, HTS | human neuronal cells, NF-kB reporter expression; stronger effect = higher value | fold change at 12.5 µM | actives 1.6% (n = 190,000) | AID 1239, 2008; in the data active = fold change above about 3.3
# Hsp70 act = Hsp70 transcriptional activators, primary screen, cell-based, HeLa, Hsp70 promoter luciferase, luminescence, 10 µM; AID 1203, 2008; actives 0.04% (n = 200,000); activation, % at 10 µM; HeLa Hsp70 promoter luciferase reporter; scaled: vehicle 0, proteasome-inhibitor control 100%;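 active = activation above the mean across all tested compounds plus 3 SD, cutoff set per campaign, cut at about 5.5% in these data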;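 note: 100% = MG132 at 30 µM as the positive control and 0% = DMSO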
# FLuc stim CS = FLuc activators, initial screening, artefact control for FLuc-dependent activation tests, biochemical, ATPlite luminescence; AID 1027, 2008; activation factor at 10 µM; ATPlite luciferase biochemical, 10 min; 0 = ATP-free wells, 1 = DMSO control; Luciferin 4-monooxygenase (Photinus pyralis), P08659; 200,000 tested, under 10 active;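 active = luciferase activation factor, scaled between plate controls, of at least 2 with compound at 10 µM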
# Target sequence (P08659 whole entry, looked up): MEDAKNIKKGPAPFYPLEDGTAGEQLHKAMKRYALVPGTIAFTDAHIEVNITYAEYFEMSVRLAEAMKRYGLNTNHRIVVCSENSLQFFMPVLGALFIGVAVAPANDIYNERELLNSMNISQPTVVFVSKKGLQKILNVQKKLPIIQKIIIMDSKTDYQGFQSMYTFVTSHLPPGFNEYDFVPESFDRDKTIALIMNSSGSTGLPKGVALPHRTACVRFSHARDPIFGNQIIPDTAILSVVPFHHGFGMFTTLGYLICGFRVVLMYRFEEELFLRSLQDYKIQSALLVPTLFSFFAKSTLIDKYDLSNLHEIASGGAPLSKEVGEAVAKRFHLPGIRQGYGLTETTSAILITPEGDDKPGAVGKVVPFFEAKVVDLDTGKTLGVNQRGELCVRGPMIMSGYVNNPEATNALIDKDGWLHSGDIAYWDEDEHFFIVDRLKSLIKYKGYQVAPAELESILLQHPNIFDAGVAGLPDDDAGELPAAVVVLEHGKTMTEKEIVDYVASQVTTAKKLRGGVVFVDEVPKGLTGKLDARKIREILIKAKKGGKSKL
#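 Assay system: Luciferase/luciferin reagent mix; Medium: PBS as buffer for the ATP substrate; Dosing: test compounds dosed from 2 mM stocks in 100% DMSO; Times: 10 min, room temperature; Signal: luminescence from luciferase reaction; Read-out: luciferase activation; Controls: No-ATP low control, compound-free enzyme-plus-ATP high control.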
# FLuc inh counter = firefly luciferase enzyme inhibitors, primary screen, artefact control for luciferase-based inhibitor screens, biochemical, luminescence, ATPLite; actives 1.5% (n = 200,000); 10 min; inhibition, % at 10 µM; Luciferin 4-monooxygenase (Photinus pyralis), P08659;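 active = inhibition above about 50% when tested at 10 µM, limit read from the data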
# Redox H2O2 prof = compounds producing H2O2 with reducing agent – biochemical, NIH compound library profiling, artefact control for MLSCN library redox annotation, primary screen | activation, % at 10 µM | actives 0.03% (n = 200,000) | DTT-dependent redox cycling H2O2, phenol red/HRP absorbance; 100% = 100 µM peroxide control, 0% = buffer;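 active = activation of at least 50% relative to the plate's high and low controls in the primary single-dose screen; inactive = activation below 50%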;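 note: compound incubated with DTT at 0.8 mM final as the reducing agent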
# HMGR II inh = inhibitors of E. faecalis class II HMGR, primary screen, biochemical, Enterococcus faecalis. HMG-CoA reductase (Enterococcus faecalis, mvaE). purified E. faecalis HMGR, NADPH absorbance 340 nm kinetic. inhibition, % at 10 µM. actives 0.41% (n = 190,000). AID 1066, 2008;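 active = inhibition above a set limit, the median over all tested compounds plus 3 SD, cut at about 9.5% in these data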;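 note: enzyme runs in reverse so mevalonate oxidation gives rising NADPH absorbance; 0% = complete reaction with DMSO and 100% = background rate lacking mevalonate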
# G6PDH counter = L. mesenteroides G6PDH inhibitors, counter-screen for G6PDH-coupled screening assays, biochemical, Leuconostoc mesenteroides enzyme; glucose-6-phosphate dehydrogenase [Leuconostoc mesenteroides]; Purified L. mesenteroides G6PDH, diaphorase/resazurin coupled fluorescence, 45 min; inhibition, % at 5 µM; actives 0.12% (n = 200,000); AID 1020, 2008; in the data active = inhibition above about 50%
# APP 5'UTR act = activators of APP 5'UTR luciferase reporter, primary screen, SH-SY5Y cells; AID 1276, 2008; actives 1% (n = 190,000); SH-SY5Y APP 5'UTR luciferase reporter, luminescence; zero percent = DMSO vehicle wells; activation, % at 2 µM;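 active = activation above a set limit, based on mean plus 3 SD of controls, cut at about 140% in these data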; note: values of inactives mirror those of a sister screen read the other way
# Active calls of the source: *; nt = no result given.
SMILES,APP transl inh,STAT1 activator,NF-kB expr up,Hsp70 act,FLuc stim CS,FLuc inh counter,Redox H2O2 prof,HMGR II inh,G6PDH counter,APP 5'UTR act
CC(=O)Nc1ccc(/C=N/N2CCCCC2)cc1,-28,135*,2.1,-0.1,0.8,22,-1.0,2,7,28
C=CCSc1nnc(NC(=O)c2ccc(Cl)nc2)s1,16,120,1.5,0.1,0.9,14,-1.2,-3,3,-16
COc1ccc(C(=O)NNC(=O)CN2CCC(n3nnc4cc(C)ccc43)CC2)cc1,2,106,1.2,-0.2,1,-3,0.4,-5,-14,-2
O=C(NCC1CCCO1)c1ccc2c(=O)n(Cc3ccc(Cl)cc3)c(=S)[nH]c2c1 (configuration not stated),-1,95,1.2,0.2,1.1,-6,2.6,-2,0,1
CCCCCCCC1CC(CSc2ncn[nH]2)OC1=O (configuration not stated),49*,93,1.2,0.0,1.1,-9,0.3,4,4,-49
CCCN1Cc2cccc(C(=O)NC3CCCC3)c2C1=O,1,92,1.1,-0.3,1.1,-6,1.5,-2,-16,-1
COC(=O)c1cc2ccsc2n1CC(=O)NCC1CCCO1 (configuration not stated),-7,104,1.2,-0.1,1.1,-9,0.5,-12,-1,7
COc1ccc(C(CC(=O)O)NC(=O)Cc2ccccc2)cc1OC (configuration not stated),11,99,1.4,-0.2,1,-4,-0.1,3,-6,-11
O=C(Nc1cccn2ncnc12)C(F)(F)F,-9,97,1.2,-0.3,1.1,-8,-0.4,2,3,9
CSc1nc2ccc(NS(=O)(=O)c3c(Cl)cccc3Cl)cc2s1,-1,96,1.1,-0.1,1,0,-0.6,-4,-7,1
COc1ccc2oc(=O)c(-c3nc4ccccc4o3)cc2c1,-134,110,nt,0.1,0.8,19,1.4,-5,2,134
Cc1nc2sc3c(c2c(=O)o1)CCC3,-2,102,1.2,0.1,1,-3,3.7,-1,29,2
CCC(c1c(C)[nH]oc1=O)c1c(C)[nH]oc1=O,2,102,0.99,-0.1,1,-3,-0.2,-7,13,-2
O=S(=O)(c1ccc(C2CCCCC2)cc1)N1CCOCC1,-2,95,1.1,-0.3,1,-1,0.3,-5,16,2
COc1cccc(C2CC(c3ccccc3Cl)n3nc(N)nc3N2)c1 (configuration not stated),7,102,1,-0.2,1.1,-7,-0.4,-2,10,-7
CC(=O)N/N=C(\C)CCc1ccccc1,4,104,1.2,-0.1,1,-2,-1.6,5,12,-4
O=C(Nc1ccccc1Cl)C(Cl)C(=O)c1ccccc1 (configuration not stated),-8,108,1.1,0.3,1,0,-0.6,1,4,8
Cc1cc(Br)ccc1NCc1ccccn1,-8,115,0.59,-0.3,1,1,-4.8,1,-2,8
Cc1cc(C(=O)COC(=O)C2=NNC(=O)CC2)c(C)n1-c1cccc(C(F)(F)F)c1,6,100,1,0.1,1.1,-5,1.0,0,2,-6
COC(=O)Cn1cccc1C(=O)c1ccccc1,-18,103,0.89,0.1,1,-2,3.0,2,-3,18
COc1cc(Cl)cc2c1Sc1ccccc1/C2=C/CCN(C)C,0,92,0.78,-0.2,1.1,-8,3.6,-5,0,0
CN1CCN(c2nc3c(c(=O)[nH]c(=O)n3C)n2CCCSc2nnnn2-c2ccccc2)CC1,-21,98,nt,-0.2,1.1,-7,-1.5,-5,2,21
Nc1nc(SCC(=O)NC2CCCc3ccccc32)n[nH]1 (configuration not stated),4,92,1.5,-0.1,1,-5,-0.9,-2,2,-4
CCO[C@H]1OC(C(=O)NCc2ccccc2)=C[C@@H](c2cn(C(C)=O)c3ccccc23)[C@@H]1CCCO,13,99,0.75,-0.1,1,-2,0.5,-1,5,-13
O=[N+]([O-])c1nn(-c2ccccc2)n(O)c1=NCCc1ccccc1,-16,113,1.4,-0.1,1,-4,-0.2,-2,15,16

# Part of the list above, with tabs:
Structure	APP transl inh	STAT1 activator	NF-kB expr up	Hsp70 act	FLuc stim CS	FLuc inh counter	Redox H2O2 prof	HMGR II inh	G6PDH counter	APP 5'UTR act
COc1cccc(C2CC(c3ccccc3Cl)n3nc(N)nc3N2)c1 (configuration not stated)	7	102	1	-0.2	1.1	-7	-0.4	-2	10	-7
CC(=O)N/N=C(\C)CCc1ccccc1	4	104	1.2	-0.1	1	-2	-1.6	5	12	-4
O=C(Nc1ccccc1Cl)C(Cl)C(=O)c1ccccc1 (configuration not stated)	-8	108	1.1	0.3	1	0	-0.6	1	4	8
Cc1cc(Br)ccc1NCc1ccccn1	-8	115	0.59	-0.3	1	1	-4.8	1	-2	8
Cc1cc(C(=O)COC(=O)C2=NNC(=O)CC2)c(C)n1-c1cccc(C(F)(F)F)c1	6	100	1	0.1	1.1	-5	1.0	0	2	-6
COC(=O)Cn1cccc1C(=O)c1ccccc1	-18	103	0.89	0.1	1	-2	3.0	2	-3	18
COc1cc(Cl)cc2c1Sc1ccccc1/C2=C/CCN(C)C	0	92	0.78	-0.2	1.1	-8	3.6	-5	0	0
CN1CCN(c2nc3c(c(=O)[nH]c(=O)n3C)n2CCCSc2nnnn2-c2ccccc2)CC1	-21	98	nt	-0.2	1.1	-7	-1.5	-5	2	21
Nc1nc(SCC(=O)NC2CCCc3ccccc32)n[nH]1 (configuration not stated)	4	92	1.5	-0.1	1	-5	-0.9	-2	2	-4
CCO[C@H]1OC(C(=O)NCc2ccccc2)=C[C@@H](c2cn(C(C)=O)c3ccccc23)[C@@H]1CCCO	13	99	0.75	-0.1	1	-2	0.5	-1	5	-13
O=[N+]([O-])c1nn(-c2ccccc2)n(O)c1=NCCc1ccccc1	-16	113	1.4	-0.1	1	-4	-0.2	-2	15	16

# Next section.
SMILES,APP transl inh,STAT1 activator,NF-kB expr up,Hsp70 act,FLuc stim CS,FLuc inh counter,Redox H2O2 prof,HMGR II inh,G6PDH counter,APP 5'UTR act
CCN(CC)S(=O)(=O)c1ccc(NC(=O)c2c(-c3ccccc3)noc2C)cc1,-9,101,1.2,-0.3,1.1,-8,-0.2,0,-20,9
Cc1cc[n+](-c2[nH]c(=O)sc2/C=N/NC(=O)c2ccccc2[O-])cc1C,-3,94,0.96,-0.3,1,-4,0.1,0,-2,3
O=C1c2ccccc2C(=O)N1CCc1nc(-c2ccc(Cl)cc2)no1,3,101,0.64,-0.2,1.1,-6,0.4,-7,2,-3
CCOC(=O)NC(=O)CSc1nc2ccc([N+](=O)[O-])cc2[nH]1,-12,110,0.95,-0.3,1.1,-6,-0.8,-1,9,12
O=C(O)COc1ccc(/C=N/NC(=O)C2CCCN2S(=O)(=O)c2ccc(Cl)cc2)cc1 (configuration not stated),5,98,0.91,0.3,1,-3,0.2,2,4,-5
CCOC(=O)C1(Cc2cccc(OC)c2)CCN(Cc2ccccc2OC)CC1,-11,94,0.9,-0.2,1.1,-9,-1.3,0,20,11
COc1cc(/C=N/NC(=O)c2ccoc2C)ccc1O,-72,138*,2.4,-0.2,0.9,5,-0.6,-5,-12,72
CCOC(=O)C1CCCN(C(=O)C2c3ccccc3Oc3ccccc32)C1 (configuration not stated),-19,92,1.1,-0.3,1.1,-6,0.9,1,-4,19
CCCn1c(SCC(=O)c2cc(C)ccc2C)n[nH]c1=O,-8,94,1.1,-0.2,1,-1,-0.2,2,-3,8
CC(C)C(c1nnnn1Cc1ccc(F)cc1)N1CCN(c2ccc(O)cc2)CC1 (configuration not stated),4,100,2.3,-0.1,1,-5,-0.3,4,18,-4
COc1cc(C(=O)NCc2ccc(F)cc2)cc(Cl)c1OC,-17,102,0.98,-0.3,1,-5,-0.5,-4,-1,17
O=C(Nc1ccc(N2CCOCC2)cc1)c1ccc(S(=O)(=O)N2CCCCC2)cc1,4,92,1.2,-0.2,1,-1,-0.7,-2,3,-4
CN(C)C=NC(=O)c1cc(C(=O)c2ccccc2)c[nH]1,2,104,1,-0.2,0.9,8,-0.6,-2,-3,-2
COc1ccc(-c2nnc3ccc(SCC(=O)NCc4ccco4)nn23)cc1OC,-6,96,1.3,-0.2,1.1,-6,1.9,-1,2,6
CC(=O)N=C1SC2CS(=O)(=O)CC2N1c1ccccc1Cl (configuration not stated),5,103,1.2,0.2,1,-3,2.4,1,13,-5
CC(C)(C)c1[nH]nc2c1C(c1cccnc1)C(C#N)=C(N)O2 (configuration not stated),-8,89,1.1,-0.3,1,-1,-0.8,-6,4,8
COC(=O)c1ccc(C2C(C#N)=C(C)NC3=C2C(=O)CC(C)(C)C3)cc1 (configuration not stated),4,104,0.99,-0.2,1.1,-6,0.0,-2,0,-4
COc1ccccc1OCCOCCn1cnc2ccccc2c1=O,8,104,1.3,-0.3,1,-1,-3.2,-6,12,-8
Cc1ccc(Cl)cc1N(CC(=O)N1CCCCCC1)S(C)(=O)=O,-1,105,0.91,-0.2,1.1,-8,-1.5,-1,5,1
COc1ccc(CNC(=O)C(NC(C)=O)C(=O)Nc2ccc(C(C)C)cc2)cc1 (configuration not stated),-30,106,1.1,0.4,1,-2,-1.7,12*,1,30
C/C(=N/NC(=O)Cc1c(C)[nH][nH]c1=O)c1ccc(O)cc1,-9,108,0.94,-0.3,1,0,0.4,-2,20,9
O=C(c1ccccc1)N1CCN(C(=O)N2CCOCC2)CC1,14,102,1.1,-0.2,1,-4,0.1,-5,-2,-14
Cc1cccc(C(=O)N2CCN(c3ccc([N+](=O)[O-])c(NCc4ccco4)c3)CC2)c1,6,91,0.51,-0.3,1,-4,1.5,-5,8,-6
COC(=O)c1ccc(CSc2nc3cc(Cl)ccc3o2)cc1,15,106,1.6,-0.5,1,-4,0.1,-1,4,-15
CC1CCCC(NC(=O)CCCn2c(=S)[nH]c3ccccc3c2=O)C1C (configuration not stated),-13,99,1,-0.2,1.1,-7,-0.4,-1,0,13
CC(=O)c1c(C(C)=O)c(C)n(C2CCCCC2)c1C,-10,96,1.1,0.4,1,1,0.9,0,7,10
COc1cc(NC(=O)COC(=O)/C=C/c2ccc(OC)c(OC)c2)cc(OC)c1,6,92,1,0.0,1,-1,-0.8,4,-1,-6
COc1ccc2sc(N(CCCN(C)C)C(=O)c3nc4ccccc4s3)nc2c1,-8,98,1.3,-0.3,1,5,-1.2,-6,-5,8

# Source: PubChem BioAssay (several laboratories)

# Outcome played no part in choosing rows; 5.3% or so of the library scored in one or more.
